# hIAP activ: human IAP activation. P09923. purified human IAP, CDP-Star luminescence, 30 min; stronger effect = higher value; 1 = vehicle-only enzyme, 0 = enzyme-free background. activation factor at 10 µM. 0.16% of 330,000 active;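 active = activation factor of the enzyme at least 2-fold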; also: the source names both 10 and 20 µM as test concentration; values of inactives mirror those of a sister screen read the other way
# PfG6PD inh: PfG6PD (Plasmodium falciparum) enzyme inhibition; PfGluPho enzyme, NADPH resazurin-diaphorase fluorescence; inhibition, % at 20 µM; 0.78% of 350,000 active; AID 504690;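 active = inhibition reaching at least a set limit at 20 µM in the primary screen, cut at about 59% in these data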;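 also: 0% = DMSO wells with substrate and 100% = DMSO wells lacking glucose-6-phosphate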
# SENP1 inh: SENP1 (human) catalytic domain inhibition; Q9P0U3; recombinant SENP1 catalytic domain, CyPet-SUMO1-YPet FRET cleavage; inhibition, % at 10 µM; 0.21% of 360,000 active; AID 624204;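 active = inhibition at least 30% at 10 µM, raw YFP signal under a set limit, fluorescence ratio 0.5 to 1.5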;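 also: 0% = enzyme with DMSO and 100% = no enzyme wells; some results filed as inactive read as strong as hits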
# Target sequence (Q9P0U3 419-644 limits assumed): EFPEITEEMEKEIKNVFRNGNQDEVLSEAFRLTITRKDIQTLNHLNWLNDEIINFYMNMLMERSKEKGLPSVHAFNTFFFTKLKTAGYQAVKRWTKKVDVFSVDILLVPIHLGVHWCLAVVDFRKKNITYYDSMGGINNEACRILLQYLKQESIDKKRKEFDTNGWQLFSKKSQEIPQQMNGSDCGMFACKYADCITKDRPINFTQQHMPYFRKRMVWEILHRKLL
#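 Material: hSENP1 catalytic domain, recombinant; medium: Tris pH 8 with BME, BSA, NP40 and catalase; compound: single concentration of 10 µM compound, 0.5% DMSO final; technique: FRET read of cyan and yellow fluorescence; timing: 50 min enzyme reaction, room temperature, light-protected; reagent: SFCypet-SUMO1-SFYpet substrate at 25 nM; control set: no-enzyme low, enzyme-DMSO high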
# ATG4B inh: inhibitors of human ATG4B cysteine protease; Q9Y4P1; ATG4B cleavage of LC3-PLA2, NBD-HPC fluorescence, 1 h; inhibition, % at 8.33 µM; 0.51% of 340,000 active; AID 504462; in the data active = inhibition above about 40%
# Target sequence (Q9Y4P1 whole entry, looked up): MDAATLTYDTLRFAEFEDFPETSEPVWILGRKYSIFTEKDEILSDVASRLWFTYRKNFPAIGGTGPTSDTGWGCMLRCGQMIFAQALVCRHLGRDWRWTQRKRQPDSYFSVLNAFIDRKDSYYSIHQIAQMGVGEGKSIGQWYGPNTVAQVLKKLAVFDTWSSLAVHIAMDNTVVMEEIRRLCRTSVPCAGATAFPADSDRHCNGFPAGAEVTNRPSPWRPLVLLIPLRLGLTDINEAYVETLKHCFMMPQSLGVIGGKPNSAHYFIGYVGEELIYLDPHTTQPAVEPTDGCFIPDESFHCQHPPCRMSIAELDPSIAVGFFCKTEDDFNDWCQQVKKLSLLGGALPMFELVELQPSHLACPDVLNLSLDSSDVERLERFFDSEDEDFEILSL
# MPTP inh: blocks calcium-induced mitochondrial swelling. 1.4% of 360,000 active. isolated mouse mitochondria, Ca2+ swelling absorbance, 30 min. AID 602449. inhibition, % at 10 µM;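 active = inhibition of 50% or more, scaled per plate between neutral and stimulator controls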;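 also: 0% = DMSO wells given calcium and 100% = 1 mM EGTA wells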
# GRIN3A LBD mod: modulators (binders) of human NR3A ligand-binding domain; NR3A LBD differential scanning fluorimetry, Tm shift; 0% = protein alone, 100% = glycine-bound protein; 2.5% of 340,000 active; Tm shift relative to glycine control, % at 25 µM;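 active = melting temperature shift of at least 10% of the positive control shift, at one fixed dose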
# SENP8 block: inhibitors of human SENP8 protease. Q96LD8. recombinant SENP8, Nedd8 substrate fluorescence. inhibition, % at 20 µM. 0.64% of 360,000 active; in the data active = inhibition mostly above about 40%, no sharp cut-off; inactive = mostly below about 27%
# Target sequence (Q96LD8 whole entry, looked up): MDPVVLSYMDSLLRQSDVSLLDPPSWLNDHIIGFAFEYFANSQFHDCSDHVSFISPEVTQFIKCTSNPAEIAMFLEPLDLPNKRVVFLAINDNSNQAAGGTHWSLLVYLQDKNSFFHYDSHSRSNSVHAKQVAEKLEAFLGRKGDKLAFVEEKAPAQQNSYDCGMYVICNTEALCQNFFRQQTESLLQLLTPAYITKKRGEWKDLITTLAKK
# SENP6 inh: blocks the human protease SENP6; 1.8% of 330,000 active; Recombinant SENP6 catalytic domain, aminoluciferin luminescence; inhibition, % at 10 µM; AID 2599;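 active = inhibition above about 50% at the single tested dose, limit read from the data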;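 also: plate controls were DMSO wells with enzyme for no effect and DMSO wells lacking enzyme for full effect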
# Numbers without * were called inactive; . = not tested or not shown.
SMILES,hIAP activ,PfG6PD inh,SENP1 inh,ATG4B inh,MPTP inh,GRIN3A LBD mod,SENP8 block,SENP6 inh
Cc1cc(C)nc(N/N=C/c2cn[nH]c2-c2ccccc2)n1,1,1,-3,-11,0.6,-1,-19,-12
CCCc1nnc2c(N(C)S(=O)(=O)c3ccccc3)nc3ccccc3n12,0.95,-13,1,7,-0.1,-1,-9,-2
Cc1c(C(c2ccc(N(C)C)cc2)c2c(C)n(C)n(-c3ccccc3)c2=O)c(=O)n(-c2ccccc2)n1C,0.79,12,-18,-9,22,-1,9,9
O=C(c1ccco1)N1CCN(S(=O)(=O)c2ccc3c(c2)CCN3C(=O)C2CCC2)CC1,1.1,2,3,-14,0.0,1,11,-17
CCc1ccc(NC(=O)C2CC(=O)N(C(C)C)C2)cc1 (configuration not stated),0.88,10,1,-17,0.2,-1,17,-10
NC1=NC[C@H](c2ccccc2)N1CCc1cc(C(F)(F)F)cc(C(F)(F)F)c1,0.89,1,0,-4,-3.7,1,14,-11
Cc1cccc(Nc2nnc(SC/C(O)=C(\C#N)c3nc4ccccc4[nH]3)s2)c1C,0.98,-18,-34,38,7.4,8,-258,-4
CC(=O)N1CCSc2ccc(S(=O)(=O)NCCc3ccc(C)cc3)cc21,1,14,1,-10,2.0,0,6,13
O=C(O)CC(NC(=O)C1c2ccccc2Oc2ccccc21)c1ccc(OC2CCCC2)cc1 (configuration not stated),0.79,-36,1,11,-0.7,2,3,19
O=C(OCC(=O)N1CCCCC1)c1ccc(OC(F)(F)F)cc1,0.88,-7,0,-13,0.1,-1,13,-5
O=C(CCNC(=O)c1ccc(Br)cc1)NCc1ccccc1F,1,-9,0,-1,-0.6,0,16,-4
CCOC(=O)c1cc(S(=O)(=O)N2CCc3ccccc32)cn1C,1.1,11,-1,4,2.2,0,8,-9
O=C(OCc1ccccc1F)c1cc2ccccc2cc1O,1.2,12,1,-1,-0.7,-4,-40,-3
COc1ccc(N2C(=O)C3CCCN3C2c2cccc(F)c2)cc1Cl (configuration not stated),1,-10,1,-6,-0.9,0,9,-28
O=C(CSc1ccccc1C(=O)NCc1ccccc1)NC1CCCCCCC1,1.2,2,0,-1,2.7,5,-2,-10
O=C(O)/C(CC(=O)c1ccc(Cl)cc1)=N/Nc1ccc([N+](=O)[O-])cc1[N+](=O)[O-],0.75,-31,4,29,3.2,21*,26,-15
COc1cccc(/C(O)=C/c2nc3ccc(C(=O)NCCc4ccc(Cl)cc4)cc3[nH]c2=O)c1,.,-19,-26,-7,-2.5,11*,-207,.
Cc1ccc(S(=O)(=O)N2CCC(C(=O)OCC(=O)N3CCC(C)CC3)CC2)cc1C,1.1,-10,3,3,-0.5,1,-6,-3
CN1CCN(c2nnc(-c3ccc(F)cc3)c3ccccc23)CC1,1.1,8,1,-13,-1.8,3,-2,-2
CSc1nc(C)cc(OCC(=O)N/N=C/c2ccccc2O)n1,1.7,18,-33,38,2.3,-1,-244,-36
Cc1cc(NC(=O)CSc2nnc(C)c(=O)[nH]2)no1,0.9,2,2,-10,0.0,-1,7,2
O=C(Nc1nc(-c2ccc(S(=O)(=O)N3CCCCCC3)cc2)cs1)c1ccccc1,0.87,-7,0,2,5.2,-7,-2,9
CCN(CC)S(=O)(=O)c1cc(Br)c(C)cc1OC,1.3,10,1,1,-0.4,1,21,-10
Cc1[nH]c2ccccc2c1C(=O)CN1CCC(C(N)=O)(N2CCCCC2)CC1,0.93,0,-3,-3,-0.3,3,-6,-1
S=c1[nH]c2ccccc2n1CCc1ccncc1,.,30,1,1,-0.4,0,6,.
C=CCNC(=O)CCCCC(=O)NCC=C,0.98,5,-5,4,-0.1,0,13,2
O=C(NC1CCCCC1)c1ccc(S(=O)(=O)NCc2cccnc2)cc1,1.1,-8,1,4,0.5,-14,7,-24
CSc1ccc(S(=O)(=O)Nc2ccc3c4c(cccc24)CC3)cc1,1,16,-37,24,61*,-2,9,0
Cc1cc(C(=O)CN2C(=O)NC3(CCCCCC3)C2=O)c(C)n1C,0.97,-5,-1,3,-0.4,0,-3,-1
O=C(CSc1nnc(NC(=O)c2ccco2)s1)Nc1cccc(F)c1,1.1,-26,0,3,-0.7,28*,-45,36
O=C(NCc1ccc(Cl)cc1)C1CCN(c2nnc(N3CCCC3=O)s2)CC1,0.91,6,2,1,-1.5,-1,10,-8
COc1ccc(CCNC(=O)c2cc(C)oc2C)cc1,0.95,8,-2,-5,0.3,2,10,3
CC(=O)c1cccc(S(=O)(=O)N(C)C2CCN(C)CC2)c1,1,2,-1,-10,7.5,0,12,-30
Cc1ccccc1-n1nc2c(c1NC(=O)c1cc3ccccc3oc1=O)CS(=O)C2 (configuration not stated),0.95,15,-15,0,0.2,0,22,0
CC(NC(=O)COC(=O)CCC(=O)c1ccc(Cl)cc1)c1ccccc1 (configuration not stated),0.94,7,0,0,-2.0,-2,-4,7
O=C(Nc1cccc(-n2cnnn2)c1)C1CCCN(Cc2cccc(C(F)(F)F)c2)C1 (configuration not stated),1.2,0,2,18,1.1,-2,2,-3
O=C(/C=C/c1ccc(O)c([N+](=O)[O-])c1)c1ccc2ccccc2c1,0.72,7,7,-8,21,-1,40,10
CCCc1cc(=O)n2[nH]c(NCc3ccc(Cl)cc3Cl)nc2n1,1.1,-23,-1,-9,2.3,2,29,-4
Cc1nnsc1-c1nnc(SCC(=O)c2ccc(F)cc2)n1C1CC1,0.97,-2,2,-4,2.1,-2,-34,-11
Cc1cc(C)n(CCN(C)c2nc3nonc3nc2N2CCCCC2)n1,0.96,-4,1,14,1.6,2,16,7
Cc1ccc(C(=O)N/N=C\c2c(C)nn(-c3ccccc3)c2Cl)cn1,1.1,-6,2,3,-0.4,-3,6,-13
Cc1cccc(NC(=O)CSCC(=O)N2CCN(c3cccc(C(F)(F)F)c3)CC2)c1,0.98,8,1,-8,0.7,-9,-12,13
CCOC(=O)c1cc(-c2ccccc2)n(CC(=O)N2CCCC2)c1C,0.93,5,1,2,-2.8,-1,13,-20
CCN(CC(=O)Nc1cccc(C(C)=O)c1)S(=O)(=O)c1ccccc1,1,0,1,0,-0.4,-1,7,-11
COc1ccc(CNC(=O)CN(c2cc(C)cc(C)c2)S(=O)(=O)c2c(C)noc2C)cc1,0.93,17,5,-8,-0.3,1,-6,1
CCOc1ccc(OCC)c(NC(=O)c2ccc(CNc3c(N4CCOCC4)c(=O)c3=O)cc2)c1,0.97,20,4,0,0.4,-1,34,-19
COc1ccc2[nH]c(=O)c(CN(C(=O)NC3CCCCC3)C3CCCCC3)cc2c1,1.1,6,2,-2,3.4,-3,-275,-11
Cc1cccc(NC(=O)CNC(=O)CN2C(=O)NC3(CCc4ccccc43)C2=O)c1C (configuration not stated),0.97,-5,-2,-4,0.2,3,5,-22
Cc1cc(C(=O)NCC(=O)OCC(=O)NCC2CCCO2)ccc1[N+](=O)[O-] (configuration not stated),0.83,-1,-2,-3,-1.1,-1,16,0
OCc1nc2ccccc2n1C/C=C/c1ccccc1,1.1,4,1,-12,1.8,2,2,-12
CCOC(=O)N1CCN(S(=O)(=O)c2ccc3c(c2)NC(=O)CO3)CC1,.,-3,3,0,-1.0,0,3,.
CCCn1nc(NC(=O)CC)c2cc3cccc(C)c3nc21,1.5,17,-22,2,1.0,12*,-292,-9
CC/C(=N\NC(=O)c1ccc(Br)cc1)c1ccccc1,0.84,12,2,-4,1.4,2,2,5
CCC(C)NC(=O)Cn1c(=O)n(CCCCCC(=O)Nc2ccccc2)c(=O)c2sccc21 (configuration not stated),1.1,3,3,12,-3.6,3,15,-12
O=S1(=O)CCN=C2SC3=C(CCCC3)N21,1.1,5,2,-9,-0.5,0,8,-4
CCc1nnc(NC(=O)CSc2nc3[nH]c(=O)cc(O)c3s2)s1,1.1,-3,-5,-10,0.7,-2,11,1
CCC(Sc1nc2ccsc2c(=O)n1Cc1ccc(C(=O)O)cc1)C(=O)Nc1ccc(C)c(Cl)c1 (configuration not stated),1.3,-6,2,1,1.1,-9,8,-2
COc1ccc([N+](=O)[O-])cc1NC(=O)CN(C)S(=O)(=O)c1ccccc1,0.89,-9,0,3,2.5,-2,8,-11
O=C(NCCO)/C(=C\c1ccco1)NC(=O)c1ccco1,1.2,-12,-2,5,0.1,2,1,15
CCC1CCCCN1CCCNC(=O)Cn1cnc2sc(C)c(S(=O)(=O)N3CCC(C)CC3)c2c1=O (configuration not stated),0.95,-16,-1,3,-0.2,-2,4,-18

# Sorted by molar mass (ascending): 3 of the compounds above
SMILES,hIAP activ,PfG6PD inh,SENP1 inh,ATG4B inh,MPTP inh,GRIN3A LBD mod,SENP8 block,SENP6 inh
COc1ccc(CCNC(=O)c2cc(C)oc2C)cc1,0.95,8,-2,-5,0.3,2,10,3
Cc1ccccc1-n1nc2c(c1NC(=O)c1cc3ccccc3oc1=O)CS(=O)C2 (configuration not stated),0.95,15,-15,0,0.2,0,22,0
CCC(Sc1nc2ccsc2c(=O)n1Cc1ccc(C(=O)O)cc1)C(=O)Nc1ccc(C)c(Cl)c1 (configuration not stated),1.3,-6,2,1,1.1,-9,8,-2

# 3 entries out of the list above, sorted by the value under SENP1 inh, falling:
canonical_smiles,SENP1 inh
CCOc1ccc(OCC)c(NC(=O)c2ccc(CNc3c(N4CCOCC4)c(=O)c3=O)cc2)c1,4
COc1ccc2[nH]c(=O)c(CN(C(=O)NC3CCCCC3)C3CCCCC3)cc2c1,2
Cc1cc(C(=O)NCC(=O)OCC(=O)NCC2CCCO2)ccc1[N+](=O)[O-] (configuration not stated),-2

# Continued.
SMILES,hIAP activ,PfG6PD inh,SENP1 inh,ATG4B inh,MPTP inh,GRIN3A LBD mod,SENP8 block,SENP6 inh
COc1ccc(CNC(=O)c2ccc(Cn3nc(C)cc3C)o2)cc1,0.88,-2,3,-4,-1.2,0,10,-11
COc1ccc(/C=N/n2cc(-c3ccccc3)nc2N)cc1,0.97,0,-11,0,-1.0,-2,-70,14
COc1ccc(-c2oc3cccnc3c2C#CC2(O)CCCCC2)cc1,1,11,-117,15,1.5,-11,-490,-15
CCN(CC(=O)NC1CCS(=O)(=O)C1)Cc1nc2c(Br)cc(Br)cc2c(=O)[nH]1 (configuration not stated),1.5,-15,-9,-7,-2.2,-3,0,-3
CC1CCN(S(=O)(=O)c2ccc(NC(=O)[C@@H]3CCCC[C@@H]3C(=O)O)cc2)CC1,0.88,-9,0,-2,0.9,0,0,0
CC(C)(C)c1ccc(C(=O)Nc2nonc2-c2nc3ccccc3[nH]2)cc1,0.87,-17,-9,-7,4.9,-2,-241,-12
COc1ccc(Cc2noc(=O)[nH]2)cc1,.,-8,1,.,-0.5,.,24,.
CC(C)(C)c1ccc(C(=O)NCCC(=O)N2CCCC2)cc1,1.1,-19,2,4,-0.6,-1,12,-16
Cc1ncc[nH]1,1,5,2,1,-1.7,3,0,-9
Cc1nn(C)c(C)c1CNC(=O)Nc1cccc(Cl)c1C,1.1,2,0,3,-1.0,1,5,-11
CCn1c(=O)ccc2cc([N+](=O)[O-])ccc21,0.97,-1,1,0,-1.2,-1,4,13
Cc1cc(C)c(S(=O)(=O)N2CCCCC2)c(C)c1N(C)S(=O)(=O)c1ccc(Cl)cc1,0.87,10,-2,12,17,0,14,-6
COc1ccc(CCNC(=O)CSc2ccccc2)cc1OC,0.95,2,0,-6,0.6,-10,4,-4
O=C(CCOc1ccccc1)Nc1ccccc1,1,4,-3,-6,0.4,2,28,-19
C=CCn1c(=O)c2ccccc2n2c(SCC(=O)NCc3cccs3)nnc12,1.1,-11,0,-2,-7.0,0,2,-2
O=C(c1ccc(Cl)cc1Cl)N1CCN(c2ccccn2)CC1,0.96,-7,0,-2,1.1,-1,15,1
CCc1nc(C)cn1S(=O)(=O)c1cc(C)c(OC)cc1C,1,-1,2,3,0.4,-2,16,2
O=C(COc1ccccc1)Nc1c(Cl)ccc2nsnc12,0.88,-6,0,-5,-0.7,0,-40,-16

# Screens (PubChem)
